Screening results: PubChem BioAssay, several laboratories
STAT3 blocker = reduces IL-6 driven STAT3 reporter signal; U3A cells, IL-6 STAT3-luciferase reporter, luminescence; host cell line lacks STAT1; inhibition, % at 5.5 µM; 190,000 tested, 0.89% active; AID 862;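 active = inhibition above the mean inhibition across all screened compounds plus 3 SD, cut at about 44% in these data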;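 also: 0% = DMSO only wells and 100% = 100 µM nifuroxazide control wells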
Hsp70 activator = transcriptional activators of Hsp70; HeLa Hsp70 promoter luciferase reporter, luminescence; scaled: vehicle 0, proteasome-inhibitor control 100%; activation, % at 10 µM; 200,000 tested, 0.04% active;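 active = activation above the mean across all tested compounds plus 3 SD, cutoff set per campaign, cut at about 5.5% in these data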;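 also: 100% = MG132 at 30 µM as the positive control and 0% = DMSO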
APP transl inh = APP translation inhibition; 190,000 tested, 0.82% active; SH-SY5Y APP 5'UTR-luciferase reporter, luminescence; inhibition, % at 2 µM;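 active = inhibition above a set limit, derived from the sample mean plus 3 SD, cut at about 45% in these data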; also: values of inactives mirror those of a sister screen read the other way
NF-kB expr up = NF-kB expression increase, human neuronal cells. 190,000 tested, 1.6% active. NF-kB reporter expression; stronger effect = higher value. fold change at 12.5 µM; in the data active = fold change above about 3.3
STAT3 activator = activators of IL-6 induced STAT3 signaling. U3A cells, IL-6 STAT3-luciferase reporter, luminescence; 100% = signal with IL-6 EC80 alone. activation (% of control), % at 5.6 µM. 190,000 tested, 0.91% active;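 active = activation above the screen-wide mean of compound activation plus 3 SD, cut at about 130% in these data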;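 also: 0% = background luminescence of wells with medium and substrate only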
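Test system: Human STAT1-deficient U3A cells with stable STAT3-luciferase reporter | Also added: Interleukin-6, 33 ng/mL | Timing: Compound pre-incubation 1 h before IL-6, then 6 h stimulation at 37 °C | Technique: Luciferase reporter luminescence | Read-out: Percent of IL-6-only median luminescence | Benchmarks: IL-6-only wells as 100% reference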
STAT1 inh = STAT1 signaling inhibition. 200,000 tested, 0.35% active. AID 920. inhibition, % at 5.5 µM. NIH 3T3 STAT1-luciferase reporter, IFN-gamma, luminescence;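 active = inhibition above a set limit, the mean inhibition across all tested compounds plus 3 SD, cut at about 34% in these data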;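 also: 0% = IFN-gamma with DMSO and 100% = IFN-gamma with 300 µM nifuroxazide; values of inactives mirror those of a sister screen read the other way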
APP 5'UTR act = activates APP 5'UTR luciferase reporter; SH-SY5Y APP 5'UTR luciferase reporter, luminescence; zero percent = DMSO vehicle wells; AID 1276; 190,000 tested, 1% active; activation, % at 2 µM;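 active = activation above a set limit, based on mean plus 3 SD of controls, cut at about 140% in these data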; also: values of inactives mirror those of a sister screen read the other way
STAT1 act = activators of IFN-gamma induced STAT1 signaling; 200,000 tested, 2.6% active; NIH 3T3 STAT1-luciferase reporter, luminescence; 100% = IFN-gamma alone, no compound; activation (% of control), % at 5.5 µM; AID 932;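 active = activation above the screen-wide mean activation plus 3 SD, cut at about 130% in these data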;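 also: raw ratio to IFN-gamma control signal so 100% means no change and 0% no light; values of inactives mirror those of a sister screen read the other way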
FLuc inh counter = inhibits firefly luciferase, flagging false hits in luciferase inhibition screens; inhibition, % at 10 µM; P08659; 200,000 tested, 1.5% active; ATPLite firefly luciferase biochemical luminescence, 10 min; AID 1006;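 active = inhibition above about 50% when tested at 10 µM, limit read from the data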
Target sequence (P08659 whole entry, looked up): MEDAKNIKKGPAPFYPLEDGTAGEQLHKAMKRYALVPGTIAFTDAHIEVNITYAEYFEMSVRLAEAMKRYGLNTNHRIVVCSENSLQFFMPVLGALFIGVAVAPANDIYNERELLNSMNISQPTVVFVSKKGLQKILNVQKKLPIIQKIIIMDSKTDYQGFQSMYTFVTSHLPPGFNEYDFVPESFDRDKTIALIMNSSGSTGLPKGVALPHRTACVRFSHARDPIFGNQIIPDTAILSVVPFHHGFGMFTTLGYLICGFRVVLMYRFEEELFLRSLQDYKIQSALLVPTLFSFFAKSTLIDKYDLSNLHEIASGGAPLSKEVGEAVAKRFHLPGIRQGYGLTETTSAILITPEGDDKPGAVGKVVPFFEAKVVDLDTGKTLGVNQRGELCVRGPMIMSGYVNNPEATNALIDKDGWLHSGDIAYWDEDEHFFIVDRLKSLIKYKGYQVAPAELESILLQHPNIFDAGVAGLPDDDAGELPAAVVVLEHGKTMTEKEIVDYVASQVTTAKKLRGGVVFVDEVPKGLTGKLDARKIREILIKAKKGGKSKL
RAM inhibit = blocks the yeast RAM network | inhibition, % at 50 µM | S. cerevisiae dse1pr::URA3 reporter, 5-FOA growth OD615, 2 d; analog-sensitive cbk1-as2 kinase mutant strain | AID 868 | 190,000 tested, 1.8% active;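 active = inhibition above a set limit, 3 SD over mean compound inhibition, cut at about 8.4% in these data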;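 also: 0% = DMSO-only wells with no growth and 100% = 10 µM 1-NA-PP1 full growth; inhibition rescues growth on 5-FOA so higher OD means more RAM inhibition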
Active calls of the source: *; / = not tested or not shown.

Molecule | STAT3 blocker | Hsp70 activator | APP transl inh | NF-kB expr up | STAT3 activator | STAT1 inh | APP 5'UTR act | STAT1 act | FLuc inh counter | RAM inhibit
CCOC(=O)CCCNC(=O)COC(=O)c1cc(C)cc(C)c1 | 0 | -0.4 | 4 | 1.1 | 104 | 6 | -4 | 95 | -3 | -0.5
Cc1cccc(C)c1NC(=O)CCCSc1nc2ccccc2s1 | 0 | -0.2 | -5 | 1.1 | 101 | -3 | 5 | 102 | -3 | 2.6
COc1ccc(CCNC(=O)COc2ccc(C)nc2[N+](=O)[O-])cc1OC | 2 | -0.3 | 9 | 1.2 | 105 | -2 | -9 | 102 | -3 | 0.1
O=C(COc1ccc2ccccc2c1)NNC(=O)c1ccc([N+](=O)[O-])cc1 | -6 | -0.1 | -10 | 1.2 | 108 | 1 | 10 | 97 | -7 | 4.2
COc1c(C)cc(C(=O)C2CCCN(Cc3cnc(N4CCOCC4)s3)C2)cc1C (configuration not stated) | 2 | -0.5 | 12 | 1.1 | 102 | 5 | -12 | 94 | -2 | -0.6
CCCCc1nc(SCC(=O)Nc2ccc(S(N)(=O)=O)cc2)n[nH]1 | -5 | -0.5 | 8 | 1.1 | 105 | 3 | -8 | 97 | -6 | 0.6
Cc1cc(C)cc(-n2ccnc2SCC(=O)Nc2nccs2)c1 | 18 | -0.1 | -4 | 1.3 | 86 | 3 | 4 | 97 | -4 | 0.1
Fc1cccc(NCc2ccoc2)c1 | -4 | -0.1 | 6 | 1.3 | 108 | 4 | -6 | 97 | -7 | 1.6
Cc1ccc(-n2c(SCC(=O)NCc3ccco3)nc3nc4c(cc3c2=O)COC(C)(C)C4)cc1 | 5 | -0.3 | 0 | 0.72 | 100 | 3 | 0 | 96 | 7 | 1.4
CCn1c(SCC(=O)N2CCC(C(N)=O)(N3CCCCC3)CC2)nc2ccccc2c1=O | 0 | 0.1 | -5 | / | 101 | 1 | 5 | 101 | / | /
Cc1ccc(C(=O)COC(=O)C2C3C=CC(C3)C2C(=O)OCC(=O)c2ccc(C)c(C)c2)cc1C (configuration not stated) | -2 | 0.0 | -8 | 0.87 | 107 | 6 | 8 | 95 | -1 | 3.0
CCOC(=O)c1cc(-c2ccco2)nc2c1c(C)nn2CCC#N | 2 | 0.0 | 3 | 1.2 | 103 | 5 | -3 | 95 | -4 | 2.1
CC(=O)NCCC(=O)Nc1nc(C)c(Cc2ccc3c(c2)OCO3)s1 | -9 | -0.2 | -13 | 0.95 | 110 | -4 | 13 | 104 | -7 | 2.7
O=C(COC(=O)c1c[nH]c(=O)[nH]c1=O)NCc1ccccc1 | 9 | -0.1 | 8 | 1.5 | 97 | 0 | -8 | 100 | -8 | -0.6
CC(=O)Nc1ccc(S(=O)(=O)Nc2ccc(N3CCOCC3)cc2)cc1 | 10 | -0.3 | 6 | 1.1 | 97 | 1 | -6 | 100 | -8 | 1.6

New compounds follow:
Molecule | STAT3 blocker | Hsp70 activator | APP transl inh | NF-kB expr up | STAT3 activator | STAT1 inh | APP 5'UTR act | STAT1 act | FLuc inh counter | RAM inhibit
CCOC(=O)c1cnn(-c2nc(OC)cc(OC)n2)c1C(F)(F)F | 5 | -0.2 | 11 | 1.3 | 98 | 4 | -11 | 97 | -6 | 0.5
CCOCCCNC(=O)CN1C(=O)/C(=C/c2ccccc2C)Sc2ccccc21 | -6 | -0.1 | -8 | 0.91 | 111 | 12 | 8 | 87 | -6 | 5.5
COc1cc2nc(SCC(=O)NCCc3ccccc3)n(Cc3ccco3)c(=O)c2cc1OC | 9 | -0.2 | -14 | 0.99 | 96 | 8 | 14 | 94 | -4 | -1.1
O=C(C1=C[C@H](c2csc3ccccc23)C[C@H](OCCCCO)O1)N1CCN(Cc2ccccc2)CC1 | / | 0.1 | -8 | 0.67 | / | 2 | 7 | 99 | 3 | 3.6
O=C(NCc1cccc(Cl)c1)c1cccc(C(F)(F)F)c1 | 16 | -0.7 | 3 | 1 | 91 | 2 | -3 | 98 | -11 | -0.3
CNc1ccc(S(=O)(=O)NCC(=O)OCC(=O)Nc2cccc(Cl)c2Cl)cc1[N+](=O)[O-] | 0 | -0.1 | 5 | 0.91 | 100 | 10 | -5 | 91 | -6 | 2.8
COc1ccc(CNC(=O)c2csnn2)cc1 | 6 | 0.1 | 13 | 1.8 | 99 | 4 | -13 | 96 | -3 | -0.6
O=C(NNS(=O)(=O)c1ccccc1[N+](=O)[O-])c1ccccc1Cl | 8 | 0.9 | 2 | 0.91 | 95 | 8 | -2 | 91 | -6 | 2.1
c1ccc(CNn2c(N3CCOCC3)nc3ccccc32)cc1 | 14 | -0.3 | -1 | 1.1 | 91 | 5 | 1 | 95 | 1 | 0.5
NC(=O)c1cc(-c2ccccc2)nc(N2CCOCC2)n1 | -8 | -0.5 | 10 | 0.72 | 109 | 0 | -10 | 100 | -2 | -0.3
O=S(=O)(c1ccc(OCC(O)CN2CCCCC2)cc1)N1CCOCC1 (configuration not stated) | -1 | -0.1 | 0 | 1.1 | 101 | -1 | 0 | 101 | -10 | 1.5
COc1cccc(NC(=S)/C(=C(\[O-])c2cc(C)n(-c3ccccc3F)c2C)[n+]2ccc(N(C)C)cc2)c1 | 6 | -0.1 | -26 | 0.57 | 97 | 31 | 26 | 70 | -7 | -0.1
COc1cccc(Cn2cnc3c(NS(=O)(=O)c4cc(Cl)ccc4Cl)c(C)c(C)cc32)c1 | 0 | -0.2 | -10 | 0.54 | 103 | 11 | 10 | 90 | -2 | 1.4
O=C(NC1CCCCCC1)C1CCN(C(=O)Cc2ccccc2)CC1 | 1 | 0.1 | 2 | 1.5 | 101 | -2 | -2 | 102 | -5 | 0.8
COCCOC(=O)C1=C(C)NC(=O)NC1c1cn(-c2ccccc2)nc1-c1cccs1 (configuration not stated) | 11 | -0.3 | -8 | 0.84 | 96 | 0 | 9 | 100 | -4 | -0.6

The closing 2 compounds of the section above lead into the next.
Molecule | STAT3 blocker | Hsp70 activator | APP transl inh | NF-kB expr up | STAT3 activator | STAT1 inh | APP 5'UTR act | STAT1 act | FLuc inh counter | RAM inhibit
O=C(NC1CCCCCC1)C1CCN(C(=O)Cc2ccccc2)CC1 | 1 | 0.1 | 2 | 1.5 | 101 | -2 | -2 | 102 | -5 | 0.8
COCCOC(=O)C1=C(C)NC(=O)NC1c1cn(-c2ccccc2)nc1-c1cccs1 (configuration not stated) | 11 | -0.3 | -8 | 0.84 | 96 | 0 | 9 | 100 | -4 | -0.6
Cc1ccc(C(NC(=O)NC(C)c2ccccc2)C(Cl)(Cl)Cl)cc1F (configuration not stated) | -4 | -0.3 | -1 | 1 | 100 | 6 | 1 | 95 | -5 | 0.9
Cc1cc(NC(=O)Cn2cnc3c2c(=O)n(C)c(=O)n3C)n(-c2ccccc2)n1 | 0 | -0.3 | -21 | 1.3 | 102 | 2 | 21 | 98 | -7 | 1.6
Cc1ccccc1CN1CCN(CC(=O)NCc2ccco2)C1=O | 10 | -0.2 | 5 | 1.2 | 94 | 0 | -5 | 100 | -3 | 1.0
COc1ccc(N(C)S(=O)(=O)c2ccc(Cl)c(C(=O)NCCc3ccc(Cl)cc3)c2)cc1 | -23 | -0.1 | 3 | 0.77 | 124 | 1 | -3 | 98 | -5 | 8.1
COc1ccc(N=C(N)SCc2ccccn2)cc1 | -14 | -0.2 | 3 | 1.1 | 112 | 1 | -3 | 99 | -3 | 2.0
Cc1cccc(NC(=O)C2CCCN2S(=O)(=O)c2ccc3c(c2)n(C)c(=O)c(=O)n3C)c1 (configuration not stated) | -2 | -0.1 | -9 | 0.8 | 102 | 0 | 9 | 100 | -3 | 0.0
O=C(Nc1cccc(NC(=O)c2ccc(-c3ccc(Br)cc3)o2)c1)c1ccccc1 | -8 | -0.1 | 25 | 1 | 113 | 1 | -25 | 99 | 0 | 0.3
Cc1ccc(C(=O)Nc2cc(-c3ccn[nH]3)c(C)n(N)c2=O)cc1 | -8 | 0.4 | 0 | 1.2 | 107 | -5 | 0 | 103 | 1 | 0.4
CCCCn1ccc(O)c(Cc2ccc(F)cc2)c1=O | 15 | -0.3 | 13 | 0.86 | 93 | 8 | -13 | 93 | 0 | 2.6
COc1ccc(-c2noc(=O)n2CC(=O)N2CCC(Cc3ccccc3)CC2)cc1 | 0 | -0.3 | -15 | 0.93 | 102 | 5 | 15 | 94 | 1 | 1.1
Cc1cc(C)n(-c2ncnc3c2oc2ccccc23)n1 | 19 | -0.3 | -16 | 1.3 | 92 | -13 | 16 | 112 | -4 | 1.4
Cc1cc(NC(=O)C2CCN(S(=O)(=O)c3cnc[nH]3)CC2)ccc1Br | 9 | 0.2 | -17 | 1 | 98 | 9 | 17 | 93 | -5 | 0.0
CC1=CC(C)(C)n2c(O)c(N=N)c3cc(C)cc1c32 | 3 | -0.4 | 4 | 0.95 | 100 | 1 | -3 | 99 | -2 | 1.0
CCCC(C)C(=O)Nc1nc(C)c(-c2csc(Nc3cc(OC)ccc3OC)n2)s1 (configuration not stated) | 10 | -0.2 | 6 | 0.64 | 95 | -9 | -6 | 108 | -8 | 3.8
Cn1c(NCC(O)CO)nc2c1c(=O)n(Cc1ccc(Cl)c(Cl)c1)c(=O)n2C (configuration not stated) | 4 | -0.1 | 1 | 0.65 | 99 | 6 | -1 | 95 | -7 | 0.9

Compounds above that have bromine, in the order listed:
Molecule | STAT3 blocker | Hsp70 activator | APP transl inh | NF-kB expr up | STAT3 activator | STAT1 inh | APP 5'UTR act | STAT1 act | FLuc inh counter | RAM inhibit
O=C(Nc1cccc(NC(=O)c2ccc(-c3ccc(Br)cc3)o2)c1)c1ccccc1 | -8 | -0.1 | 25 | 1 | 113 | 1 | -25 | 99 | 0 | 0.3
Cc1cc(NC(=O)C2CCN(S(=O)(=O)c3cnc[nH]3)CC2)ccc1Br | 9 | 0.2 | -17 | 1 | 98 | 9 | 17 | 93 | -5 | 0.0

New compounds follow:
Molecule | STAT3 blocker | Hsp70 activator | APP transl inh | NF-kB expr up | STAT3 activator | STAT1 inh | APP 5'UTR act | STAT1 act | FLuc inh counter | RAM inhibit
Cc1nc(Cl)sc1C(=O)Nc1cccc(Cl)c1C | 6 | 0.0 | -10 | 0.81 | 97 | -8 | 10 | 107 | -4 | 4.4
O=C(O)c1ccc(S(=O)(=O)Nc2ccc(F)c(Cl)c2)cc1 | 6 | -0.3 | 11 | 0.95 | 99 | 7 | -11 | 94 | -2 | 2.5
N#CC1=C(N)OC2=C(C(=O)CCC2)C12C(=O)N1CCCc3cccc2c31 (configuration not stated) | 9 | -0.1 | 2 | 0.81 | 98 | 8 | -2 | 93 | -1 | 0.3
CCOc1cccc(-c2nnc(SCC(=O)Nc3cc(C)ccc3OC)n2N)c1 | 2 | -0.3 | -15 | 0.68 | 105 | 1 | 15 | 99 | -5 | 5.2
O=CN1CCN(C2CC(=O)N(c3ccc4c(c3)OCO4)C2=O)CC1 (configuration not stated) | 2 | 0.5 | -29 | 1.3 | 100 | -8 | 29 | 108 | -1 | 1.2
CC(=O)OC(C)C(=O)NS(=O)(=O)c1ccc(C)cc1 (configuration not stated) | 4 | -0.3 | 6 | 1.1 | 101 | 4 | -6 | 98 | 0 | -0.1
CCCCC(=O)NCc1ccc(Cl)cc1 | 18 | -0.5 | 7 | 1.1 | 88 | 17 | -7 | 85 | -1 | 1.1
CN(CCc1ccccn1)S(=O)(=O)c1ccc2c3c(cccc13)C(=O)N2 | -1 | 0.0 | -5 | 0.82 | 103 | 6 | 5 | 94 | -6 | 0.9
